E coli Lon inh = E. coli protease La inhibition; P0A9M0; inhibition, % at 7.94 µM; actives 0.42% (n = 360,000); purified E. coli Lon protease, fluorescence polarization; AID 602123; in the data active = inhibition above about 13%, passing the limit was not always enough;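 note: 0% = enzyme with probe and DMSO and 100% = no enzyme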
MT1-MMP act inh = MT1-MMP (human) activation inhibition. HT1080 RFP-PRO-GFP cells, GFP/RFP ratio fluorescence, overnight; percent of plate control window, DMSO zero. GFP/RFP ratio change, % at 20 µM. actives 0.061% (n = 360,000). AID 651647;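 active = GFP/RFP ratio change of at least 30% with cell ATP level not reduced by more than half and red fluorescence within 50% of control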; note: strong numbers were not always called active
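Material: RFP-PRO-GFP reporter HT1080 cells. Dosing: single-point 20 µM compound, 1% DMSO. Controls: DMSO and RFP-L50D-GFP cell wells. Timing: cells overnight before dosing, compound overnight, 37 °C, 5% CO2. Measure: GFP/RFP fluorescence ratio.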
CSN inh = CSN deneddylation inhibition. Q92905. Purified CSN, SCF-Nedd8-OG deneddylation, fluorescence polarization. inhibition, % at 12.5 µM. actives 0.38% (n = 360,000). AID 651999;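 active = pattern-corrected inhibition above about 35%, with an unprinted fluorescence ratio check between 0.5 and 1.5, limit read from the data, passing the limit was not always enough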;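 note: 0% = enzyme with substrate and 100% = substrate without enzyme; some results filed as inactive read as strong as hits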
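Test system: Human Csn5 produced in HEK293T cells | Compound: 12.5 µM single point | Times: 90 min, room temperature | Signal: Fluorescence polarization readout | Read-out basis: % inhibition of substrate cleavage by Csn5 | Controls: no-enzyme wells high, enzyme-with-substrate wells low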
Rpn11 inh = blocks the human proteasome subunit Rpn11. human 26S proteasome, Ub4-pepOG fluorescence polarization; 20S core pre-blocked with epoxomicin. calls only at 20 µM. actives 0.59% (n = 360,000). AID 588493;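 active = inhibition at 20 µM, scaled to each plate's controls, above about 33%, limit read from the data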
MsrA act = activators of bovine methionine sulfoxide reductase A | actives 0.3% (n = 360,000) | activation, % at 10.6 µM | purified bovine MsrA, absorbance read-out; in the data active = activation above about 7.5%;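 note: 0% = vehicle and 100% = reference activator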
FAS-TE inh = FAS thioesterase (human) inhibition; recombinant FAS-TE, OMFH fluorogenic substrate, fluorescence endpoint; inhibition, % at 15 µM; actives 0.67% (n = 360,000);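 active = compounds whose normalised, plate-corrected inhibition of enzyme fluorescence in the single-dose primary screen is 50% or more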;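 note: 0% = DMSO with enzyme and 100% = substrate without enzyme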
MsrA inhibitor = inhibits bovine methionine sulfoxide reductase A; actives 0.75% (n = 360,000); inhibition, % at 15.5 µM; AID 651718; purified bovine MsrA, absorbance read-out; in the data active = inhibition above about 4.5%;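 note: 0% = vehicle wells with enzyme and 100% = reference inhibitor wells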
PABP1 MLLE inh = inhibitors of microRNA-mediated deadenylation, human PABP1 MLLE binding; inhibition, % at 20 µM; actives 0.36% (n = 360,000); GST-MLLE / FITC-PAM2 fluorescence polarization; P11940; AID 588489; in the data active = inhibition above about 35%, passing the limit was not always enough;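 note: plate controls were DMSO wells with GST-MLLE for no effect and wells lacking GST-MLLE protein for full effect; some results filed as inactive read as strong as hits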
Rin1 Abl inh = inhibitors of human Rin1-Abl protein interaction. TR-FRET Rin1/Abl binding, biochemical. inhibition, % at 7.35 µM. actives 0.4% (n = 360,000). AID 588664; in the data active = inhibition above about 5%, passing the limit was not always enough
* hit, by the source's call; i = inactive; . = no result given.

molecule,E coli Lon inh,MT1-MMP act inh,CSN inh,Rpn11 inh,MsrA act,FAS-TE inh,MsrA inhibitor,PABP1 MLLE inh,Rin1 Abl inh
COc1ccc(-c2cn3c(C)c(C(=O)Nc4cccc(NC(C)=O)c4)sc3n2)cc1,-7,9,-4,i,-10,-4,-0.2,14,-4
COc1cc(/C=C/C(=O)NCc2nc3ccccc3[nH]2)cc(OC)c1OC,-7,4,0,i,-5,-6,1.2,2,-8
COC(=O)CSc1nc(C)cc(C)n1,-7,-1,11,i,-1,-3,0.1,13,0
CCOC(=O)CNNC(=O)Nc1ccc(Cl)c(Cl)c1,9,4,-2,i,-3,2,0.7,-8,1
CCOC(=O)N1CCN(C(=O)c2ccc([N+](=O)[O-])cc2Cl)CC1,-5,0,-1,i,-2,-4,-0.1,-3,0
O=S(=O)(c1ccc(OCC(O)CN2CCN(c3ccc(F)cc3)CC2)cc1)N1CCOCC1 (centres undefined),-2,3,-6,i,-7,-12,-0.6,-2,2
O=C(CSc1nnc(-c2ccc(Br)o2)n1Cc1ccccc1)c1ccccc1F,1,3,5,i,1,19,-0.6,-115,-3
CCOC(=O)C(C#N)=CN1CCN(C(=O)CCCl)c2ccccc21,-7,2,-1,i,-3,-2,2.4,-13,0
CCOP(=O)(O)c1ccccc1OCCOc1ccccc1P(=O)(O)OCC,6,3,0,i,-3,-7,0.2,-7,1
Cc1ccccc1-c1cc(C(=O)NCc2cccc(Br)c2)nn1CC1CC(c2cccc([N+](=O)[O-])c2)=NO1 (centres undefined),-7,9,-5,i,-1,31,0.3,9,-3
O=C(O)CNc1nc(-c2ccccc2)nc2c1oc1ccccc12,4,6,1,i,-3,-4,0.0,8,1
COc1ccccc1C(CNC(=O)c1cccc(NS(=O)(=O)c2ccc(C)c(F)c2)c1)N(C)C (centres undefined),-2,0,-3,i,-1,-4,-0.7,-10,-4
CC(NCc1ccc(OCC(N)=O)cc1)C12CC3CC(CC(C3)C1)C2 (centres undefined),-6,0,-3,i,-2,-3,-0.7,10,1
O=S(=O)(Oc1ccccc1)c1ccc(Cl)c(Cl)c1,-7,2,5,i,-3,19,-1.0,-3,-1
C=CCN(C(=O)c1csnn1)C(C(=O)NC1CCCC1)c1ccc(Cl)cc1 (centres undefined),-6,1,0,i,-2,0,0.7,12,2
CCOc1ccc(NC(=O)c2ccccc2NS(C)(=O)=O)cc1,-2,-3,-3,i,-1,-4,0.1,-15,-1
Cc1cc(C)n(CCNC(=O)c2ccco2)n1,-1,2,3,i,-4,-4,-0.4,3,2
Oc1ccc(N=Cc2ccc(-c3cccs3)s2)cc1,-2,18,28,i,-9,6,5.2*,-3,-3
CCNC(=O)C1CCCN(C(=O)c2ccco2)CC1 (centres undefined),-5,2,-3,i,-1,-4,0.6,13,-3
O=C(O)c1cccc(CN2C(=O)c3ccccc3C2=O)c1,5,.,-2,i,-10,-6,1.0,-5,1
COC(=O)c1ccccc1NC(=S)N(Cc1ccc2c(c1)OCO2)Cc1cc2cc(C)ccc2[nH]c1=O,-4,-9,-4,i,-2,45,-0.7,-64,-2
CCN1C(=O)[C@@H]2[C@@H](c3ccc(SC4CCCCC4)cc3)N3CCC[C@@]3(C(=O)OC)[C@@H]2C1=O,-3,0,3,i,-6,11,1.0,40*,4
CC(=O)C1=C(C)NC(=O)CC1c1ccc(F)cc1 (centres undefined),-5,-5,2,i,-3,-9,-0.3,2,0
COc1ccc(OC)c(NC(=O)C2CCCN(S(C)(=O)=O)C2)c1 (centres undefined),3,-3,3,i,-3,-8,0.3,13,-3
Cc1ccc(S(=O)(=O)CC(=O)NCc2ccc(Cl)cc2)cc1,-6,-3,-4,i,-2,-7,-0.7,11,2
COC(=O)c1ccc(OC)c(CN2CCCN(Cc3ccc(F)cc3)S2(=O)=O)c1,5,-1,0,i,-1,19,1.0,4,3
CCCN(CC(=O)Nc1c(C)cccc1CC)C(=O)SCC,-6,0,5,i,-4,-5,-1.1,2,0
CCOC(=O)N1CCC2(CC1)CC(=O)c1c(ccc3oc(C(=O)O)c(C)c13)O2,-2,1,0,i,-2,-8,1.8,25,-4
CCN1CCN(c2sc(S(=O)(=O)CC)nc2S(=O)(=O)c2ccc(C)cc2)CC1,-13,-1,0,i,0,-1,-0.7,7,-2
Cc1ccc(CN2CC(C(=O)Nc3ccc(S(=O)(=O)Nc4cc(C)nc(C)n4)cc3)CC2=O)cc1 (centres undefined),2,-1,-2,i,-1,2,-0.8,-5,2
COc1ccc(CN2CCN(CC=C(C)C)C(CCO)C2)cc1Cn1cncn1 (centres undefined),5,-1,1,i,-9,-1,0.3,-7,2
O=C(N/N=C/C=C/c1ccc2c(c1)OCO2)c1ccc([N+](=O)[O-])cc1,12,4,-3,i,-1,6,0.3,0,4
CC(C)(C)SCCNC(=O)c1cccc([N+](=O)[O-])c1,1,1,-2,i,-8,40,0.3,-3,-1
COc1ccccc1N1CCN(C(=O)c2cccc(Oc3ccccc3)c2)CC1,-3,-4,-1,i,0,18,0.1,-9,2
CSCCC(NC(=O)c1ccc([N+](=O)[O-])cc1Cl)C(=O)OCC(=O)C12CC3CC(CC(C3)C1)C2 (centres undefined),10,4,0,i,-2,40,0.5,0,-1
O=C(COc1ccccc1Cl)N1CCN(c2ncccn2)CC1,-2,5,2,i,-2,-7,1.2,-7,0
COc1cccc(-c2nc(N3CCCCC3C)c3ccccc3n2)c1O (centres undefined),-6,-6,-8,i,0,23,3.0,4,1
O=C(NCc1ccccc1Cl)C1CCN(S(=O)(=O)N2CCCCCC2)CC1,4,18,-3,i,-11,-4,-1.0,12,-2
O=C1NN(c2ccccc2)C(=O)/C1=C/c1ccc(Sc2ccc(Cl)cc2)o1,-8,-6,9,i,-7,-1,1.1,19,-5
Cc1ccc(Cc2c(C3CCCCC3)nc3c4ccccc4ccn23)cc1,-25,-16,9,i,-5,12,0.6,-35,0
CCc1nc2ccccc2c(C(=O)Nc2ccc(F)cc2)c1C,-2,0,1,i,0,-2,-0.6,-2,3
CC(=O)c1cc(C)ccc1OC(=O)CN1C(=O)c2ccccc2C1=O,-5,-1,-2,i,-6,2,-0.3,3,0
Cc1nn(CC(=O)N2CCC(N3CCCCC3)CC2)c(=O)c2c1sc1ccccc12,7,-5,-2,i,-11,-6,0.3,2,0
CC(C)N1C(=O)CC2(CC[N+](C)(CCOC(=O)C(c3ccccc3)c3ccccc3)CC2)C1=O (centres undefined),1,1,2,i,-13,-3,-0.6,-119,-1
Cc1ccc(SCC(=O)N(Cc2nc(-c3ccccc3)no2)C(C)C)cc1,0,5,7,i,-1,8,-1.4,24,-1
COc1ccc(NC2CCCN(C(=O)c3ccc4nc(C)c(C)nc4c3)C2)cc1OC (centres undefined),4,.,-5,i,-10,-6,0.1,12,1
O=c1[nH]c(=S)n(-c2ccc(Br)cc2)c2ncccc12,8,0,4,i,-1,17,2.5,-2,0
CCN1C[C@@H]2[C@@H]3C(=O)N(C)C(=O)[C@@H]3[C@](CC)(C1=O)N2C(=O)c1ccc(C)cc1,10,2,-1,i,-3,-6,0.8,-12,3
N#CC1=C(N)Oc2c(ccc3cccnc23)C1c1cccnc1 (centres undefined),-1,-20,3,i,-3,1,2.4,3,-4
COC(=O)c1cc(Cl)cc2c(C)c(C3(O)CCCCC3)[nH]c12,-5,-3,-4,i,-1,28,2.1,-8,-1
Cc1cc(-c2ccccc2)c2c(=O)[nH][nH]c2n1,-4,1,2,i,-5,-14,0.3,-5,-1
COc1cc(OC)c(OC)cc1CNC(=O)CCN1C(=O)c2cccc([N+](=O)[O-])c2C1=O,-9,2,-2,i,-2,1,-0.4,7,0
CC(OC(=O)CCc1ccccc1)C(=O)Nc1ccc(Cl)cn1 (centres undefined),-1,-2,0,i,3,6,-1.8,17,2
CCC(CC)c1nn2c(N)c(/C=C3\C=Nc4ccccc43)c(=O)nc2s1,-2,0,0,i,-5,-4,0.2,7,-2
Cc1ccc(C)c(S(=O)(=O)N2CCN(C(=O)c3cccnc3)CC2)c1,-10,2,0,i,-1,-4,1.6,-5,1
Cc1ccc(C(=O)OCN2C(=O)c3ccccc3C2=O)cc1S(=O)(=O)N1CCOCC1,2,-2,0,i,0,9,0.1,21,1
O=C(NC1CCS(=O)(=O)C1)c1cccc(Cl)c1 (centres undefined),0,-1,-7,i,-3,-4,0.6,5,4
COc1ccccc1/C=C/C(=O)OCC(=O)Nc1ccccc1Sc1ccccc1,-5,0,-3,i,0,27,2.6,-6,4
CCn1c(SCC(=O)N(C)CC(=O)Nc2ccc(OC)cc2)nnc1-c1ccco1,-7,6,-4,i,-2,-8,-0.1,-40,1
O=C(NC1CCCCC1)N1CCN(c2ccc([N+](=O)[O-])cc2)CC1,-2,3,1,i,-5,2,0.8,-2,-5
C=CCn1c(SCc2cc(=O)n3ccsc3n2)nnc1C1CCCCC1,-11,20,2,i,-5,-7,1.1,-32,-1

Of the compounds above, these contain two or more sulfur atoms.
molecule,E coli Lon inh,MT1-MMP act inh,CSN inh,Rpn11 inh,MsrA act,FAS-TE inh,MsrA inhibitor,PABP1 MLLE inh,Rin1 Abl inh
Oc1ccc(N=Cc2ccc(-c3cccs3)s2)cc1,-2,18,28,i,-9,6,5.2*,-3,-3
CCN1CCN(c2sc(S(=O)(=O)CC)nc2S(=O)(=O)c2ccc(C)cc2)CC1,-13,-1,0,i,0,-1,-0.7,7,-2
C=CCn1c(SCc2cc(=O)n3ccsc3n2)nnc1C1CCCCC1,-11,20,2,i,-5,-7,1.1,-32,-1

Assay outcomes from PubChem BioAssay.
